# Screens: PubChem, The Scripps Research Institute Molecular Screening Center
# TAAR1 agonist = agonists of human TAAR1; CHO RD-HGA16 TAAR1, Fluo-8 calcium fluorescence; vehicle wells 0%, saturating PEA agonist 100%; activation, % at 3 µM; actives 0.99% (n = 360,000); AID 624467;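 active means activation above the mean activation of all test compounds in the run plus 3 SD, cut at about 38% in these data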
# Target sequence (Q96RJ0 whole entry, looked up): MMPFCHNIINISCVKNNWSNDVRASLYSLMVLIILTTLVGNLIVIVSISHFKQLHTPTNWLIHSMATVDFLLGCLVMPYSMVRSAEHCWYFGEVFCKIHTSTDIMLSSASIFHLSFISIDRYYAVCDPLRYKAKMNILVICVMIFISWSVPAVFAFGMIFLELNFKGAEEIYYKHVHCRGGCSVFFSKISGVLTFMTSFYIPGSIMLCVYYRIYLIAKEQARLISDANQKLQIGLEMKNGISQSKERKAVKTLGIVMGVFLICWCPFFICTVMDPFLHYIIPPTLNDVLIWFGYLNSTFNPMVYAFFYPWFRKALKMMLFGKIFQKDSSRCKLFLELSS
#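 System: CHO-derived RD-HGA16 cells with stable Gα16 and human TAAR1 / Times: 17-24 h plating, Fluo-8 75 min 37 °C, 30 min RT / Technique: calcium-sensitive Fluo-8 signal, excitation 470-495, emission 515-575 nm / Measure: % activation relative to PEA EC100 response / Benchmarks: DMSO and PEA EC100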
# M1 antag = antagonists of human M1 muscarinic receptor; P11229; CHO-K1 hM1, Fluo-8 calcium fluorescence, ACh EC80 antagonist; inhibition, % at 3 µM; actives 1.3% (n = 360,000); AID 588852;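 active means percent inhibition above its own plate's cutoff, namely the mean of that plate's compound wells plus 3 SD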;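 further: peak over basal fluorescence ratio during 140 s after agonist addition; 0% = ACh EC80 plus DMSO and 100% = DMSO alone without agonist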
# M5 antag = blocks acetylcholine activation of human M5 receptor | CHO-hM5 cells, Fluo-8 calcium fluorescence, ACh EC80 | inhibition, % at 3 µM | actives 0.59% (n = 360,000) | AID 624040;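 active means inhibition above a per-plate cutoff, the mean of that plate's test compounds plus 3 SD, cut at about 27% in these data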;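 further: 0% = acetylcholine EC80 with DMSO and 100% = DMSO without agonist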
# M5 PAM = potentiates acetylcholine response at human M5 receptor; activation, % at 3 µM; AID 624038; actives 0.3% (n = 360,000); CHO-K1 hM5, Fluo-8 calcium, ACh EC20 PAM; 0% = ACh EC20, 100% = ACh EC100; P08912;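 active means activation above the run cutoff, the mean activation of all test compounds plus 3 SD, cut at about 18% in these data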
#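 Replicates: One well per compound, no replicates | System: Human M5 receptor in CHO-K1 cells | Benchmarks: Low control EC20 acetylcholine (0%), high control EC100 acetylcholine (100%) | Probe or stimulus: Acetylcholine, EC20 level | Times: Fluo-8 loading 80 min at 37 °C plus 30 min room temperature | Signal: Intracellular calcium via Fluo-8 fluorescence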
# CHRM4 antagonist = blocks acetylcholine activation of human M4 receptor. P08173. CHO-hM4 cells, ACh EC80, Fluo-8 calcium fluorescence. inhibition, % at 3 µM. actives 0.73% (n = 360,000);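 active means inhibition above its plate's cutoff, the mean inhibition of sample wells plus 3 SD, cut at about 27% in these data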;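 further: 0% = acetylcholine EC80 with DMSO and 100% = DMSO without agonist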
# Target sequence (P08173 whole entry, looked up): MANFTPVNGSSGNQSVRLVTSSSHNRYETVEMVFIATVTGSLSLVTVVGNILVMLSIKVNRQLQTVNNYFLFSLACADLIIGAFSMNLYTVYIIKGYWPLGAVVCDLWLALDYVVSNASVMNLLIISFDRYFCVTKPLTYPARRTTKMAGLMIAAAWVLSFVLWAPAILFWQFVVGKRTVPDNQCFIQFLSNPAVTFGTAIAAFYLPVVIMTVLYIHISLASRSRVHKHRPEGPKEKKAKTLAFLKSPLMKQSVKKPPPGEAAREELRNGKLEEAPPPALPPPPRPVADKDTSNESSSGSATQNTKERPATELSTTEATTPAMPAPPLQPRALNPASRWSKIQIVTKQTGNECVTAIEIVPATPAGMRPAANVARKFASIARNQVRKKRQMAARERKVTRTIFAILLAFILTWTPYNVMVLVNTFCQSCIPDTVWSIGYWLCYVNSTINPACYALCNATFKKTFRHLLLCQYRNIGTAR
# M5 ag = CHRM5 agonism in calcium assay; P08912; CHO-K1 hM5 cells, Fluo-8 calcium fluorescence; 0% DMSO wells, 100% maximal acetylcholine response; activation, % at 3 µM; actives 0.19% (n = 360,000); AID 624037;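 active means activation above the run's mean over test compounds plus 3 SD, cut at about 23% in these data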;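 further: signal is peak over basal fluorescence ratio across the kinetic read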
# CHRM1 PAM = potentiates human M1 receptor response to acetylcholine | AID 588819 | activation, % at 3 µM | CHO-K1 hM1, Fluo-8 calcium fluorescence, ACh EC20; 0% = ACh EC20, 100% = maximal ACh | actives 0.088% (n = 360,000); in the data active means activation above about 19%, passing the limit was not always enough
# CHRM1 agonist = agonists of human M1 muscarinic receptor. AID 588814. actives 0.33% (n = 360,000). activation, % at 3 µM. P11229. CHO-K1 hM1, Fluo-8 calcium fluorescence, agonist mode; 0% DMSO, 100% acetylcholine EC100;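 active means activation above the run's mean compound activation plus 3 SD, cut at about 16% in these data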;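 further: peak over basal fluorescence ratio within a 140 s kinetic read after compound addition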
# M4 ag = agonists of human muscarinic M4 receptor (CHRM4). CHO-K1 hM4/Gqi5, Fluo-8 calcium fluorescence; vehicle 0%, full acetylcholine response 100%. actives 0.14% (n = 360,000). activation, % at 3 µM. P08173;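 active means activation above the run mean over all test wells plus 3 SD, cut at about 32% in these data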;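 further: peak over basal fluorescence ratio per well then scaled between controls; 0% = DMSO wells and 100% = acetylcholine at EC100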
# An asterisk follows results filed as active.
SMILES,TAAR1 agonist,M1 antag,M5 antag,M5 PAM,CHRM4 antagonist,M5 ag,CHRM1 PAM,CHRM1 agonist,M4 ag
CCn1c(NCc2cc(Br)ccc2NS(=O)(=O)c2ccc(C)cc2)nc2ccccc21,4,4,0,2,-2,-6,-8,-5,0
NNc1nc(-c2ccccc2)nc2sc3c(c12)CCCC3,1,-9,-5,-2,-4,-2,8,-6,2
NC(=O)c1ccc(NC(=O)COC(=O)c2cc([N+](=O)[O-])ccc2N2CCOCC2)cc1,0,-4,-3,0,2,-2,6,-2,2
CC(C)NC(=O)CN(Cc1ccc(F)cc1)C(=O)CCC(=O)Nc1nccs1,5,7,5,2,9,-1,0,-4,1
CCCC(O)(c1ccc(CC)cc1)C(CN1CCOCC1)c1ccccc1 (centres undefined),16,0,-2,-5,2,-11,-2,-4,-2
CN1OC[C@@H]2CN(S(=O)(=O)c3cccc(C(F)(F)F)c3)[C@H](c3ccc(N4CCCCC4)cc3)C[C@@H]21,1,-2,0,2,0,1,9,-7,-1
CS(=O)(=O)Nc1ccc(C(=O)NCCc2ccccc2)cc1,12,1,-7,7,-12,-4,2,-3,2
Cc1ncc(C)c2c([N+](=O)[O-])cccc12,2,-8,9,1,-7,-1,5,-5,1
COc1ccc2nc(SCC(=O)Nc3ccc4c(c3)CCC4)[nH]c2c1,0,3,2,2,-2,-4,1,-8,1
COc1ccccc1C(=O)NCC(=O)N/N=C/c1cccc(Cl)c1,6,-1,6,-7,7,0,1,-5,4
O=C(O)c1ccccc1NC(=O)c1cc2ccccc2oc1=O,-2,-5,3,-2,-13,0,7,1,-1
CCCCN(CC)C(=O)Cn1cnc2ccc(S(=O)(=O)N3CCC(C)CC3)cc2c1=O,3,-4,3,-1,4,0,3,-10,1
CCCOc1ccc(N2C(=O)CC(NCCNc3ccc(S(=O)(=O)CC)cc3)C2=O)cc1 (centres undefined),0,-27,-6,3,-5,-5,-3,-4,2
COc1ccc2oc(C(=O)OCC(=O)N3CCCCC3)c(C)c2c1,2,-2,3,-3,15,-2,3,-5,1
O=C(CCCN1CCN(c2ccccc2)CC1)c1ccc(F)cc1,1,2,-3,0,-19,-3,-6,-5,2
COC(=O)c1cnc(Nc2nc(CN)cs2)nc1C(F)(F)F,20,-4,3,0,1,0,5,-1,1
CC(=O)Nc1cccc(NC(=O)CCn2c(=O)sc3ccccc32)c1,16,-7,-9,-6,2,-2,7,0,5
O=C(CCc1ccccc1)NCc1cccnc1,4,-5,3,-2,4,1,3,-2,1
O=C(CCCCl)NC(=S)Nc1ccc(N2CCOCC2)cc1,6,-6,4,1,6,0,4,-1,2
Cc1nn(Cc2c(F)c(F)c(F)c(F)c2F)c(C)c1NC(=O)c1c([N+](=O)[O-])c(C)nn1C,10,-4,-4,-2,-3,6,14,6,4
COc1ccc(CNC(=O)c2cc(S(=O)(=O)N3CCCC3)cn2C)cc1,1,-8,6,-6,-1,1,7,-3,3
COc1ccc(Nc2cc(C)nc3ncnn23)c(OC)c1,2,-1,2,-3,2,-1,-2,-5,0
COc1ccc(C2NCCC3(O)CCCCC23)c(OC)c1OC (centres undefined),3,-7,-5,5,5,-3,6,-6,0
Cn1c(=O)[nH]c(=O)c2c1nc(Br)n2CCSc1nc2ccccc2o1,7,9,14,-5,12,1,-7,-3,1
CCNS(=O)(=O)c1ccc(CCC(=O)NCc2ccccn2)cc1,3,-21,12,-4,-3,-3,15,-3,2

# One compound at a time, as listed above. Screens in order: TAAR1 agonist, M1 antag, M5 antag, M5 PAM, CHRM4 antagonist, M5 ag, CHRM1 PAM, CHRM1 agonist, M4 ag
# CCNS(=O)(=O)c1ccc(CCC(=O)NCc2ccccn2)cc1 across the screens: 3, -21, 12, -4, -3, -3, 15, -3, 2
# CCn1c(NCc2cc(Br)ccc2NS(=O)(=O)c2ccc(C)cc2)nc2ccccc21 across the screens: 4, 4, 0, 2, -2, -6, -8, -5, 0
# Cc1nn(Cc2c(F)c(F)c(F)c(F)c2F)c(C)c1NC(=O)c1c([N+](=O)[O-])c(C)nn1C across the screens: 10, -4, -4, -2, -3, 6, 14, 6, 4
# O=C(CCCCl)NC(=S)Nc1ccc(N2CCOCC2)cc1 across the screens: 6, -6, 4, 1, 6, 0, 4, -1, 2

# (list continues)
SMILES,TAAR1 agonist,M1 antag,M5 antag,M5 PAM,CHRM4 antagonist,M5 ag,CHRM1 PAM,CHRM1 agonist,M4 ag
COc1ccc(OC)c(S(=O)(=O)n2nnc3cc(Cl)ccc32)c1,1,-17,6,-1,0,2,9,-3,0
CCOC(=O)C1CCN(C(=O)c2cc3cc(Cl)ccc3[nH]2)CC1,-3,-8,-3,-2,-18,-2,5,0,3
COCCN(CC(=O)Nc1cccc(C)c1C)C(=O)c1cc(S(=O)(=O)N2CCCC2)ccc1C,13,-11,12,0,2,-1,6,-1,1
CCOC(=O)N1CCN(C(=O)C2CCN(S(=O)(=O)c3ccccc3)CC2)CC1,4,-12,1,-5,0,-2,11,-5,0
Cc1oc(-c2cccc(Cl)c2)nc1CS(=O)(=O)CC(=O)NCCN1CCOCC1,0,0,-2,-2,-8,3,-1,-1,3
COCCNc1nc2nonc2nc1N1CCC(N(C)C)C1 (centres undefined),8,0,-7,3,4,-4,6,-10,1
CCOc1ccccc1CN1CCC(N2CCOCC2)CC1,1,6,10,-12,4,-5,-3,-6,0
CCn1c(-c2ccc(OC)c(OC)c2)n[nH]c1=S,0,6,-2,-2,-5,1,-4,0,0
CCN(C(=O)c1cc2c(=O)[nH]c3ccc(C)cc3c2s1)c1ccccc1C,-2,-6,6,0,8,3,6,-4,0
CC(C)=CC(=O)OCC(=O)NC1CCCc2ccccc21 (centres undefined),0,-4,6,2,-2,0,9,-4,0
COc1ccc(C)cc1S(=O)(=O)N(CC(=O)NCc1ccc(Cl)cc1)Cc1ccccc1,7,-1,5,-9,-10,-3,-5,-5,16
CCOC(=O)C(Sc1ncn[nH]1)c1ccccc1 (centres undefined),3,-5,4,-7,8,0,10,-4,0
Cc1ccc(CNC(=O)COC(=O)CN2C(=O)C3CC=CCC3C2=O)cc1 (centres undefined),-4,1,18,-6,-1,-1,2,-6,1
COc1cc2c(cc1OC)CN(C(=O)Cc1ccccc1)CC2,-1,-16,1,4,-6,-3,19,-1,2
COc1ccccc1C(=O)Nc1ccc(Nc2ccccc2)cc1,0,-15,1,3,7,-1,12,-4,1
COc1ccc(S(=O)(=O)N(C)C[C@H]2Oc3ccc(NS(=O)(=O)c4c(C)noc4C)cc3C(=O)N([C@H](C)CO)C[C@@H]2C)cc1,8,-11,3,1,-7,3,3,-3,2
O=C(NC1CCCC1)C1CC(=O)N(c2ccc(F)c(Cl)c2)C1 (centres undefined),3,0,7,-5,-2,-5,3,-4,2
N#C/C(=N\Nc1ccc(S(=O)(=O)N2CCOCC2)cc1)C(N)=S,1,-23,1,9,-4,3,17,1,1
Cc1nn(-c2ccccn2)c2c1C(c1ccccc1Cl)C1=C(N2)c2ccccc2C1=O (centres undefined),1,-3,1,-4,-2,0,5,-4,1
C/C(=N\OCc1cccc(C(=O)O)c1)c1ccc(Cl)cc1,3,-13,-21,15,-1,12,8,0,1
CCOc1ccc(C2CC(=O)NC(SC)=C2C#N)cc1 (centres undefined),3,-24,1,-4,-14,-1,11,-5,2
CC12CCCC[C@@H]1CCC1C2CCC2(C)C1CC[C@@]2(O)CNCCO (some centres undefined),5,5,3,-5,-2,-2,0,-2,2
CCOC(=O)Nc1ccc2c(COC(=O)C(NS(=O)(=O)c3ccc(Cl)cc3)C(C)O)cc(=O)oc2c1 (centres undefined),0,0,1,-2,2,2,0,-4,1
COC(=O)c1c(-c2ccccc2)c[nH]c1C,1,-1,11,-4,3,-7,4,-2,2
Cc1ccc(C(=O)c2sc(Nc3ccccc3)c(C#N)c2N)cc1,7,5,-9,2,-3,1,-1,-5,0

# Other structures follow.
SMILES,TAAR1 agonist,M1 antag,M5 antag,M5 PAM,CHRM4 antagonist,M5 ag,CHRM1 PAM,CHRM1 agonist,M4 ag
Cc1ccc(NCc2nc3ccccc3n2C)cc1C,0,2,15,-7,9,-4,-1,-4,0
Cc1ccccc1OCCCC(=O)Nc1ccc2c(c1)OCO2,-1,-2,4,-1,3,-2,2,-3,1
CCn1c(SCc2ccc(C(=O)Nc3nccs3)cc2)nnc1-c1ccc(NC(C)=O)cc1,9,5,6,-12,-2,-2,2,-5,4
O=C(Nc1cc(Cl)ccc1-n1cncn1)c1ccccc1OC(F)F,1,1,-3,1,0,-3,3,-3,1
CC(OC(=O)C1CCN(S(=O)(=O)c2ccc(Cl)cc2)CC1)C(=O)NC1CCCCC1C (centres undefined),0,-3,14,-7,-7,-1,3,-1,6
COc1cc(OC)cc(C(=O)OCC(=O)NC2CCCCCC2)c1,22,-4,-2,3,-9,0,5,-5,1
COc1ccc(N2CCN(C(=O)c3cccnc3)CC2)c([N+](=O)[O-])c1,11,0,11,-5,-4,-1,1,-5,1
CCN(CC)c1ccc(NC(=O)Nc2ccc(C(C)=O)cc2)cc1,20,25,10,-11,6,3,-9,-4,9
Cc1ccc(N2CC(NC(=O)C(=O)c3c(C)[nH]c4ccccc34)CC2=O)cc1 (centres undefined),1,0,4,6,-3,-3,0,-1,2
CN1C2CCC1CC(NS(=O)(=O)c1cc(Cl)c(Cl)cc1Cl)C2 (centres undefined),2,-7,10,-3,-17,-8,3,-5,2
CCn1c(SCc2ccccc2)nc2cc(S(N)(=O)=O)ccc21,6,-1,0,6,4,2,3,-3,5
COc1ccc(C(=O)NC(=S)NCc2ccco2)cc1Br,-1,6,-2,0,-11,-6,-5,-5,0
CCOc1cccc(C(=O)NC(=S)Nc2ccc(N3CCCC3)cc2)c1,1,-17,7,3,5,-2,10,-5,0
O=C(CCc1nnc(C2CCCCC2)o1)NCc1cccc(-n2cccn2)c1,-1,-19,-1,2,-7,-2,9,-4,1
COc1ccc(OCC(=O)NS(=O)(=O)c2ccc(Cl)cc2)cc1,7,-4,-5,-1,-7,-3,3,-2,0
COCCn1c(SCC(=O)Nc2cccc(OC)c2)nnc1-c1ccccc1,6,-11,0,0,5,1,4,-2,1
COc1ccc(N(CC(=O)NCc2ccco2)S(C)(=O)=O)cc1Cl,10,2,-1,-2,5,-1,3,-4,1
COC(=O)c1c(C)[nH]c(C(=O)/C=C/c2ccccc2F)c1C,2,-16,-1,5,0,1,6,-3,2
COc1cc(NC(=O)CN(C)C2CCCCC2)c(C)cc1[N+](=O)[O-],-1,9,20,-17,1,-7,-15,-10,-1
CCOC(=O)c1nc(C)c(C(C)=O)s1,12,-2,9,-3,14,3,9,-2,0
O=C(NCCc1cccs1)C1CCC(=O)N(CCc2cccc(F)c2)C1 (centres undefined),42*,-6,15,-3,-2,-4,7,-5,1
CCn1cc(CN2N=C(C)CC2c2ccccc2)c(C)n1 (centres undefined),-1,-6,2,-4,4,-2,10,-5,2
COc1cccc(NC(=O)C2CCN(S(=O)(=O)c3ccc4[nH]c(=O)ccc4c3)CC2)c1,1,-4,2,-5,4,-1,6,-4,0
O=C(OCc1ccccn1)c1ccc(COc2ccccc2Cl)o1,15,-12,-8,4,-20,-4,-7,-3,5

# Not all compounds are listed; rates above refer to the full screens.
